# GPR151 beta-arrestin – GPR151 activators, triplicate retest, confirmation, cell-based, PathHunter beta-arrestin, luminescence, set 2 (AID 1508608). G-protein coupled receptor 151 (Homo sapiens). GPR151 PathHunter beta-arrestin cells, luminescence, 90 min; stronger effect = higher value; 100% = signal from added EA reagent. activation, % at 11.2 µM. 2,300 compounds, 0.9% hits;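 active = mean activation across replicates above 26.72%, the hit cutoff set for this confirmation screen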;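 also: 0% = plate median of compound wells and 100% = EA reagent high control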
# GPR119 activation – off-target GPR119 activation – cell-based, PathHunter beta-arrestin, luminescence, set 2, counter-screen for GPR151 activator project, confirmation (AID 1508607) | Glucose-dependent insulinotropic receptor (Homo sapiens) | GPR119 PathHunter beta-arrestin cells, luminescence, 90 min; stronger effect = higher value | activation, % at 11.2 µM | 2,300 compounds, 0.9% hits;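 active = mean percent activation across replicates above the counterscreen hit cutoff of 9.17%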;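 also: 0% = median of sample wells and 100% = wells given EA reagent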
# Active calls of the source: *. A portion of the library (hit frequency here may not be typical).
Structure	GPR151 beta-arrestin	GPR119 activation
CCOC(=O)C1C(=O)C=C(c2ccco2)CC1c1ccc(N(C)C)cc1 (stereo not drawn)	2.0	3.5
Cn1c(=O)oc2cc(S(=O)(=O)CCC(=O)O)ccc21	0.4	-0.6
Cc1ccc(C2=N/C(=C\c3cccc(C(F)(F)F)c3)C(=O)O2)cc1[N+](=O)[O-]	3.7	-0.1
CCOC(=O)C1=C(C)N=c2s/c(=C\c3cc(C)n(-c4ccc(C(=O)OCC)cc4)c3C)c(=O)n2C1c1ccc(OC)c(OC)c1 (stereo not drawn)	1.8	-0.3
CCn1cc(CCC(=O)NCc2ccc3c(c2)OCO3)c2ccccc21	-0.5	-3.3
CC(C)C[C@H]1NC(=O)[C@H]2CN(C(=O)c3cccc(Cl)c3)CCN2C1=O	-3.1	0.3
COc1ccc2cc(N=Cc3nc(-c4cccc5ccccc45)oc3O)cnc2c1	7.3	2.7
Cc1ccc(O)c(NC(=O)COCc2cc(-c3ccc(F)cc3)on2)c1	-1.4	-2.5
CCOC(=O)CC(=O)CSc1nc2ccccc2c(=O)n1Cc1ccccc1	-11	-3.9
COc1cc(/C=N/NC(=O)CCCC(=O)N/N=C/c2ccc(O)c(OC)c2)ccc1O	-0.7	-0.5
COc1cccc(NC2c3ccccc3C(=O)N2c2cccnc2)c1 (stereo not drawn)	0.1	-1.4
CC(CNC(=O)C1CC2CCCN2C12C(=O)Nc1ccccc12)c1ccccc1 (stereo not drawn)	-0.3	-2.3
CC1=C(c2ccc(C)cc2)S(=O)(=O)NC1=NC(C)c1ccccc1 (stereo not drawn)	-7.5	-2.0
CN1CCN(Cc2nc3c(c(=O)n(C)c(=O)n3C)n2Cc2cccc3ccccc23)CC1	8.4	4.1
Cc1cc(C)n2nc(SCC(=O)Nc3c(C)nn(-c4ccccc4)c3C)nc2n1	0.4	-1.1

# Carrying on.
Structure	GPR151 beta-arrestin	GPR119 activation
CC1(C)Cc2cccc(OCC(=O)NC3=NCCS3)c2O1	0.4	0.3
CCOc1cccc2c1OC(c1cccc(F)c1)N1N=C(c3cccnc3)CC21 (stereo not drawn)	-5.5	0.3
CC1=CC(C)=NC2=NN=C(NC(=O)Nc3ccc(Cl)c(Cl)c3)C12 (stereo not drawn)	-8.1	-0.7
CC1=C(C(=O)Nc2ccccc2C)C(c2ccc(F)cc2)NC(=S)N1 (stereo not drawn)	-2.6	-3.7
CCOc1ccc(/C=C2\N=C(c3cc(Br)ccc3OC)OC2=O)cc1	-7.2	1.0
CC(=O)Nc1ccc(-n2sc3c(c2=S)-c2cccc(C)c2NC3(C)C)cc1	2.1	0.1
CCCc1cc(=O)n2[nH]c(NCc3cccc(OC)c3)nc2n1	-0.2	-0.2
O=C(CCc1nnc2n(CCc3ccccc3)c(=O)c3ccccc3n12)NCC1CCCO1 (stereo not drawn)	3.3	-2.4
CC1(C)CC(=O)C=C(Nc2ccc(Br)cc2F)C1	1.7	4.5
C=CCOc1ccc2c(=O)c(Oc3cccc(C)c3)c(C(F)(F)F)oc2c1	11	-0.1
C/C(=N\NC(=O)C1(C)CC1(Br)Br)c1ccc([N+](=O)[O-])cc1 (stereo not drawn)	2.7	1.4
Cc1ccc(NC(C)C(=O)N/N=C/c2ccc(N(C)C)cc2)cc1 (stereo not drawn)	-4.6	-0.3
O=C(O)c1nccnc1C(=O)NC1CCCCC1	4.4	4.7
c1ccc(C2(CNc3ncnc4sc5c(c34)CCCC5)CCCC2)cc1	-3.9	1.1
COCCNC(=O)c1cccc(OC2CCN(Cc3cc4ccccc4o3)CC2)c1	2.0	0.7

# A portion from the list above, as a working copy:
Structure	GPR151 beta-arrestin	GPR119 activation
O=C(O)c1nccnc1C(=O)NC1CCCCC1	4.4	4.7
c1ccc(C2(CNc3ncnc4sc5c(c34)CCCC5)CCCC2)cc1	-3.9	1.1
COCCNC(=O)c1cccc(OC2CCN(Cc3cc4ccccc4o3)CC2)c1	2.0	0.7

# Following part:
Structure	GPR151 beta-arrestin	GPR119 activation
COc1ccccc1NC(=O)C1=C(C)NC(SCC(=O)Nc2ccc(Br)cc2)=C(C#N)C1c1ccc(C)s1 (stereo not drawn)	-3.1	-0.6
O=C(NCCc1ccccc1)c1cc(S(=O)(=O)N2CCOCC2)ccc1F	-1.0	-4.6
CCOc1ccc(NC(=O)Cn2c(C)nc3sc(C)c(C)c3c2=O)cc1	-1.8	3.3
COc1ccc(-c2cn3c(C)c(C(=O)Nc4ccc(NC(C)=O)cc4)sc3n2)cc1	1.6	0.3
Cc1ccc(Sc2cc(C(=O)NCCN(C)C)c3ccccc3n2)cc1	-3.8	3.9
COc1ccc(OC)c(N2C(=O)C3C(c4ccccc4)C=CC(c4ccccc4)C3C2=O)c1 (stereo not drawn)	4.3	0.6
O=C(c1ccccc1)N1CCn2c1nc1ccccc12	-0.1	0.3
Cc1ccc(C(=O)Nc2ccc3c(c2)Cc2ccccc2-3)cc1	-2.8	-1.2
COC(=O)C1=C(N)n2c(s/c(=C\c3ccc(Cl)cc3)c2=O)=C(C(=O)OC)C1c1ccc(Cl)cc1 (stereo not drawn)	-5.9	-5.4
CCOc1ccc(NC(=O)CSc2nc3ccc(NC(=O)C(CC)Sc4nnnn4-c4ccccc4)cc3s2)cc1 (stereo not drawn)	-3.2	3.4
CCc1ccc2nc(/N=C(\N)NC(=O)c3ccccc3NC)nc(C)c2c1	-2.7	-2.1
O=C1c2ccc3c4c(ccc(c24)C(=O)N1Cc1ccco1)C(=O)N(Cc1ccco1)C3=O	-3.3	2.9
CC1=C(C#N)C(C(F)(F)F)(C(F)(F)F)N=C(c2ccc(C)cc2)N1	2.3	1.3
CCOC(=O)C1CCC(CN(CC(C)C)S(=O)(=O)c2ccc([N+](=O)[O-])cc2)CC1 (stereo not drawn)	19	0.9
O=C(Nc1nc2ccccc2n1CCOc1ccccc1)c1ccccc1Cl	-5.5	-4.4

# Later entries
Structure	GPR151 beta-arrestin	GPR119 activation
COc1ccc(CCN=c2c([N+](=O)[O-])nn(-c3cccc(C)c3)n2O)cc1OC	5.3	5.5
COC(=O)c1c(NC(=O)CN2CCCCCC2)sc2c1CCC(C)C2 (stereo not drawn)	0.8	-2.8
CC(C)c1onc(C(=O)Nc2cc(Cl)ccc2O)c1[N+](=O)[O-]	-4.4	-3.3
O=c1oc2ccc3ccccc3c2cc1-c1nnc(Nc2ccc(Oc3ccc4ccccc4c3Cl)c(Cl)c2)s1	4.7	1.0
O=C1CC(c2cccc([N+](=O)[O-])c2)Sc2nc3ccccc3n21 (stereo not drawn)	-0.2	-1.8
O=C1CSC(c2ccc3c(c2)OCO3)N1CCN1CCCCC1 (stereo not drawn)	20	-1.3
O=C(c1ccccc1)c1cc(Cl)cc2c1NC(c1ccc(Br)cc1)C1CC=CC21 (stereo not drawn)	-2.4	1.4
CSc1ccc(/C=C2\C(=N)N3N=C(S(C)(=O)=O)SC3=NC2=O)cc1	-2.9	-0.5
C[C@H](NC(=O)N[C@H]1C[C@H]2C(=O)N[C@H]([C@H](C)O)C(=O)N2C1)c1ccccc1	-2.5	-0.6
COc1ccc(C2C=C(c3ccc(Cl)cc3)Nc3nc(CCCO)nn32)cc1 (stereo not drawn)	-1.3	-1.0
CC(=O)N1CCc2cc(Br)cc(S(=O)(=O)Nc3ccc(C)cc3C)c21	-9.7	1.2
CCOc1ccc(N(Cc2ccc(C#N)cc2)C2=NC3CS(=O)(=O)CC3S2)cc1 (stereo not drawn)	-6.6	-6.3
O=C(CCC(=O)Nc1cc(C(F)(F)F)ccc1Cl)N/N=C\c1ccccc1O	-2.8	0.0
CCCCSc1nc2sc3c(c2c(=O)n1-c1ccccc1)CCCCC3	7.3	1.2
CC(=O)c1c(C)[nH]c(C(=O)N2CCCCC2)c1C	3.3	1.7

# Further records follow:
Structure	GPR151 beta-arrestin	GPR119 activation
Cc1cc2nc3c(=O)n(C4CCCCCC4)c(=O)[nH]c3nc2cc1N	2.8	5.8
Cc1cccc(-n2ncc3c(Nc4ccc(F)cc4F)ncnc32)c1	9.6	4.1
O=C(NCc1n[nH]c(=S)n1-c1ccc(Br)cc1)c1ccccc1F	-0.2	-2.3
O=C1CCCC2=C1C(c1ccccc1F)n1c(nc3ccccc31)N2 (stereo not drawn)	3.3	-2.3
CCOC(=O)C1=C(C)N=c2s/c(=C\c3ccc(N(C)C)cc3)c(=O)n2C1c1ccc(C(C)C)cc1 (stereo not drawn)	-0.4	1.6
COc1cc(C2CC(=O)N3CN(C4CCCCC4)CSC3=C2C#N)cc(OC)c1OC (stereo not drawn)	-3.2	-2.0
C=CCSc1nnc(-c2c[nH]c3ccccc23)n1C	-8.3	-3.6
COc1cccc2cc(C(=O)Nc3nccs3)c(=Nc3ccccc3)oc12	2.4	-1.0
CCCCCCC1CCC(C(=O)Nn2c(-c3cccc([N+](=O)[O-])c3)nc3ccccc3c2=O)CC1 (stereo not drawn)	2.9	0.0
O=C(c1ccc(O)cc1)c1ccc(O)cc1	-2.0	-0.6
CCOc1ccc(-n2c(SCC(=O)Nc3ccccc3CC)nc3n[nH]c(C)c3c2=N)cc1	9.4	0.6
COc1ccc(/C(C)=N/NC(=O)C(C)Nc2ccc(Cl)cc2)cc1 (stereo not drawn)	-0.9	-2.3
CCOc1ccc(NCC(=O)N/N=C/c2ccc(Br)cc2)cc1	-8.5	-2.8
CC1CC(C)CN(C(=O)c2ccc(NCc3cccs3)c(S(=O)(=O)Nc3cc(F)ccc3F)c2)C1 (stereo not drawn)	3.3	4.5
CCOP(=O)(OCC)c1nc(-c2ccccc2)oc1N1CCCCC1	0.8	1.6

# Later entries
Structure	GPR151 beta-arrestin	GPR119 activation
COc1ccc(C2C3=C(CCCC3=O)Nc3nc(SC)nn32)c(OC)c1 (stereo not drawn)	1.7	0.3
CCc1ccc(NC(=O)C(=O)/C=C(\O)c2cccc(OC)c2)cc1	-3.4	-3.4
CCC1CN(CCC(=O)NCc2nc3c(s2)CCCC3)Cc2cc(OC)ccc2O1 (stereo not drawn)	7.4	3.2
COCCn1c(C)c(C)n2c3c(=O)n(C(C)C(=O)OC)c(=O)n(C)c3nc12 (stereo not drawn)	4.4	-0.5
CCOC(=O)C1(C(F)(F)F)N=C(c2ccccc2F)OC(N(C)C)=N1 (stereo not drawn)	-0.5	0.1
Cc1ccc([N+](=O)[O-])cc1NC(=O)C1C2/C=C\CCCCC21 (stereo not drawn)	0.7	2.2
O=C(O/C(=C/c1nc2ccccc2n1CCOc1ccccc1Cl)c1ccc(Cl)cc1)c1ccc(Cl)cc1	2.1	-3.9
CCCNC(=O)c1ccc2c(c1)N(Cc1ccccc1)C(=O)c1ccccc1S2(=O)=O	4.8	-1.2
CC(=O)c1c(C)[nH]c(C(=O)NCCCN2CCN(c3ccccc3F)CC2)c1C	1.0	1.6
CC(C)C(=O)N1CCN(c2ccc(NC(=O)c3cccnc3Cl)cc2Cl)CC1	0.0	0.5
OC(CNCCc1ccccc1)Cn1c2c(c3ccccc31)CCCC2 (stereo not drawn)	-8.5	-2.4
O=C(O)c1c(CNC2CCCc3ccccc32)c2ccccc2n1Cc1ccccc1 (stereo not drawn)	0.4	-2.1
COc1cccc(/C=N/N2CCN(Cc3ccc(C)cc3C)CC2)c1O	-7.8	-3.6
N#CCCn1c2ccccc2c2nc3ccccc3nc21	-2.0	-1.3
COc1ccc(-n2nc3cc(C)c(NC(=O)c4cccc5ccccc45)cc3n2)cc1	-5.3	0.6

# (list continues)
Structure	GPR151 beta-arrestin	GPR119 activation
COc1cccc(NC(=O)C2=C(C)NC(=S)NC2c2ccc(N(C)C)cc2)c1 (stereo not drawn)	-1.1	-0.7
Cc1c(C(=O)Nc2ccc3c(c2)OCCO3)sc2nc(C)n(C)c(=O)c12	-4.8	0.6
COC(=O)c1cccnc1-n1c(=O)c2cccnc2n(Cc2ccc(Cl)cc2)c1=O	-5.0	2.3
CC1CC(=O)N(C)c2ccccc2S1 (stereo not drawn)	12	-2.0
CCOC(=O)C1=C(C)NC(C)=C(C(=O)OCC)C1c1ccc(-c2cccc(Br)c2)o1	2.2	1.3
Cc1nc2nc[nH]n2c(=O)c1CCC(=O)O	-1.6	-0.1
CC(C)(C)c1ccc(C(=O)N2CCC(C(=O)NC3CC3)CC2)cc1	-2.6	1.6
COC(=O)C(NC(=O)c1ccc(Br)cc1)c1ccccc1 (stereo not drawn)	-1.1	2.6
CCOc1ccc(-n2c(SCC(=O)Nc3ccc(CC)cc3)nc3n[nH]c(C)c3c2=N)cc1	15	5.2
CCc1ccc(NC(=O)C2CC3CCCN3C23C(=O)Nc2ccccc23)cc1 (stereo not drawn)	-7.1	-2.2
FC(F)Oc1ccccc1C1C=C(c2ccc(Br)cc2)Nc2nnnn21 (stereo not drawn)	2.8	-2.4
Cc1c(NC(=S)NC(=O)CC(C)C)c(=O)n(-c2ccccc2)n1C	0.1	0.1
Cc1cc(NCc2ccc(F)cc2)n2nc(C)nc2n1	-0.1	4.0
CNC(=S)N1N=C(c2ccc(Br)cc2)CC1c1ccc(Br)cc1 (stereo not drawn)	2.9	4.7
O=C(Nc1nc(-c2ccc(Cl)cc2)cs1)c1ccc([N+](=O)[O-])cc1	3.5	4.3
Cc1ccc(/C(N)=N/OC(=O)COc2ccc3ccccc3c2)cc1	-1.3	1.3
COC(=O)Cn1c(CN2CCOCC2)nc2c1c(=O)n(C)c(=O)n2C	-2.5	0.8
Cc1nc2ncnn2c(C)c1CCC(=O)NC(C)(C)C	1.2	-4.7

# Screening data deposited in PubChem BioAssay by The Scripps Research Institute Molecular Screening Center.
